POLK inh – qHTS for Inhibitors of Polymerase Kappa; purified Pol kappa, fluorescent DNA synthesis assay, 10 min; Potency, µM (doses to about 107 µM), without a hit: at the top dose activity, negative = inhibition, actives largely listed as inhibitors; 0.53% of 400,000 active; AID 588579, 2011; further: potency means the concentration at half of the fitted maximal effect; on the % scale 0 is the no-effect control and ±100 the full control effect
Target sequence (Q9UBT6 whole entry, looked up): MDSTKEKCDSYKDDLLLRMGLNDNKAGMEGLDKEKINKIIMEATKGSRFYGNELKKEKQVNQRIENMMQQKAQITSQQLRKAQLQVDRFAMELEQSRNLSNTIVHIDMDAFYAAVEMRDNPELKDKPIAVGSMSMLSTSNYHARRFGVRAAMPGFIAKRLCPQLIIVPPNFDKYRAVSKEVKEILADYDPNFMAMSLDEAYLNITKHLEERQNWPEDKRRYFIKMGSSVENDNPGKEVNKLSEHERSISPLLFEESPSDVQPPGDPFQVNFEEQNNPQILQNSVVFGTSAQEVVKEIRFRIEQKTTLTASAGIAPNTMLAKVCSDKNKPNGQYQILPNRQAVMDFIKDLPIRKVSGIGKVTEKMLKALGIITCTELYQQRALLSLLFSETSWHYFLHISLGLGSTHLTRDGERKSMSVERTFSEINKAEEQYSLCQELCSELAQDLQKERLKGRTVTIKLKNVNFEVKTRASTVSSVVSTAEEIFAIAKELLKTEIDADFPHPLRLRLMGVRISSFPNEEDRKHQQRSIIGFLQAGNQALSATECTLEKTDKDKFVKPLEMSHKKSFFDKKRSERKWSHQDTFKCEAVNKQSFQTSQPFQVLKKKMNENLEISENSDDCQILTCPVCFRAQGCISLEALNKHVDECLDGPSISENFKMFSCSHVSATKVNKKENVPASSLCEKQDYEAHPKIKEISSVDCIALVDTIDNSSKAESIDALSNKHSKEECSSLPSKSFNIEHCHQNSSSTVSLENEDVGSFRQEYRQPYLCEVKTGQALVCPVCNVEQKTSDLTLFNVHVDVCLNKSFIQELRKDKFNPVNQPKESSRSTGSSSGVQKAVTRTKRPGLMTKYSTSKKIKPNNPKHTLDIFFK
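Kinetic fluorescence screen: compound preincubated 15 min RT with 10 nM enzyme; 50 nM substrate (final) initiates; reads at 0/10 min.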
POLH inh – qHTS for Inhibitors of Polymerase Eta; recombinant Pol eta, fluorescent DNA replication assay; Potency, µM (series often up to 114 µM), for the others: at the top dose activity change, negative = inhibition, most hits filed as inhibitors; 1.2% of 390,000 active; AID 588591, 2011; further: potency means the concentration at half of the fitted maximal effect; on the % scale 0 is the no-effect control and ±100 the full control effect
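Pol eta at 10 nM preincubated with compounds 15 min at room temperature; reaction started with fluorescent substrate (50 nM final) and read kinetically at 0 and 10 min.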
Pol beta inh – qHTS Assay for Inhibitors of DNA Polymerase Beta | P06746 | Pol beta primer extension/strand displacement, fluorescence kinetic | Potency, µM (titrated, usually from 114 µM), for inactives: at the top dose activity change, negative = inhibition, most hits filed as inhibitors | 1.3% of 340,000 active | AID 485314, 2010; further: potency means the concentration at half of the fitted maximal effect; on the % scale 0 is the no-effect control and ±100 the full control effect
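Pol beta (10 nM) was preincubated with compound for 15 min at room temperature. The reaction was then started with 50 nM substrate and read immediately and after a further 10 min at room temperature.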
Apoferritin bind – qHTS Assay for Identification of Novel General Anesthetics; Potency, µM (highest dose often 77.5 µM), for inactives: top-dose activity change, negative = displacement, usual class: inhibitors; Ferritin light chain (Equus caballus), P02791; 0.074% of 350,000 active; apoferritin/1-aminoanthracene competitive binding, fluorescence; AID 485281, 2010; further: potency means the concentration at half of the fitted maximal effect; on the % scale 0 is the no-effect control and ±100 the full control effect; nearly all actives have a fitted effect of over 20% in size
Target sequence (P02791 2-175 limits assumed): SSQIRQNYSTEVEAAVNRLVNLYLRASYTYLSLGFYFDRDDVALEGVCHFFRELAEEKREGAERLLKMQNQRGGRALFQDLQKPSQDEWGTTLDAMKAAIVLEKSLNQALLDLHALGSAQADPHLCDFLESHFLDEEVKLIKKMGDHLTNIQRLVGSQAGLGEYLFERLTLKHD
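Horse-spleen apoferritin (10 uM) was mixed with 50% saturated 1-aminoanthracene in PBS, exposed to compounds for 10 min at room temperature, and read for fluorescence (ex 380 nm, em 535 nm). Competitive displacement was fitted with a four-parameter Hill equation.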
APEX1 inh – qHTS Assay for Inhibitors of the Human Apurinic/apyrimidinic Endonuclease 1 (APE1); 0.35% of 350,000 active; DNA repair nuclease/redox regulator APEX1 (Homo sapiens), P27695; AID 2517, 2012; recombinant APE1, TAMRA/BHQ-2 abasic DNA cleavage fluorescence; Potency, µM (highest dose often 65.8 µM), for inactives: at the highest dose activity change, negative = inhibition, actives largely listed as inhibitors;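 further: potency means the concentration at half of the fitted maximal effect; plate controls were vehicle for no effect and reference inhibitor for full effect; nearly all actives have a fitted effect of over 55% in size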
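Substrate: short duplex with […] THF abasic site, 5'-TAMRA and 3'-BHQ-2, 50 nM final. APE1 at 0.75 nM, preincubated 15 min RT with compound. Fluorescence increase from first to third read measured activity.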
BLM helicase inh – qHTS Assay for Inhibitors of Bloom's syndrome helicase (BLM) | RecQ-like DNA helicase BLM (Homo sapiens), P54132 | recombinant BLM DNA unwinding, fluorescence dequenching | Potency, µM (titrated, usually from 56.1 µM), inactives show at the top dose activity change, negative = inhibition, usual class: inhibitors | 0.2% of 350,000 active | AID 2528, 2010;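 further: potency means the concentration at half of the fitted maximal effect; plate controls were vehicle for no effect and no enzyme for full effect; nearly all actives have a fitted effect of over 35% in size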
GRP78 ERSR act – qHTS for Inducers of the Endoplasmic Reticulum Stress Response (ERSR) in Human Glioma: qHTS. Potency, µM, for inactives: top-dose activation, hits mostly activators. U87-MG GRP78 promoter luciferase reporter, 16 h. 0.02% of 420,000 active; further: potency means the concentration at half of the fitted maximal effect; series mostly up to about 76 µM; % of control where 0% means no effect; nearly all actives have a fitted effect of over 35% in size
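Stably transfected U87-MG human glioma cells carrying a GRP78-based luminescent sensor were seeded at 1000 cells/well, pin-dosed with compounds and incubated 16 h. Luciferase reagent was then added, and end-point luminescence was read after 10 min at room temperature.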
Pol iota inh – qHTS for Inhibitors of Polymerase Iota. Pol iota fluorescent replication assay, 10 min. Potency, µM (titrated, usually from 115 µM), for inactives: at the highest dose activity, negative = inhibition, usual class: inhibitors. 1% of 390,000 active. AID 588590, 2011; further: potency means the concentration at half of the fitted maximal effect
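Pol iota at 10 nM preincubated 15 min with compounds at room temperature; reaction started with fluorescent substrate, 50 nM final. Fluorescence read kinetically at 0 and 10 min; buffer-only wells as negative control.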
LDHA block – qHTS assay for inhibitors of human lactate dehydrogenase; purified LDHA, NADH/diaphorase-resazurin fluorescence; stronger effect = lower value; activity change, % (values are at about 110 or 230 µM); 0.15% of 480,000 active; AID 1347041, 2019; in the data active means activity change below about -30%; inconclusive means mostly about -25% to -30%;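 further: plate controls were DMSO wells for no effect and wells without enzyme for full effect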
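Enzyme activity of human lactate dehydrogenase 5 (2 nM; 0.06 mM NADH, 0.2 mM pyruvate, 5 min, RT) is measured via a resazurin/diaphorase fluorescence readout of residual NADH.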
Numbers without * were called inactive; ? = inconclusive; . = no result given; & = joins results of further samples; [ ] = remark or other dose. Unless noted, the call rests on the fitted dose curve; in most records, active means well fitted curve in the direction sought with a large enough effect; inconclusive means small, poorly fitted or top-dose-only effect, or another doubt; inactive means no such curve, though single readings can be large; an effect the other way counts as inactive or inconclusive. Some of the compounds tested, so the mix of outcomes need not match the whole.

SMILES | POLK inh | POLH inh | Pol beta inh | Apoferritin bind | APEX1 inh | BLM helicase inh | GRP78 ERSR act | Pol iota inh | LDHA block
CC1(C)CC(NS(=O)(=O)c2ccc(S(=O)(=O)N3CCOCC3)cc2)CCO1 (configuration not stated) | 5% | -9% | 1% | -9% | 4% | -8% | -4% | 1%[58.9 µM] | -6
CCOC(=O)C1=C(c2ccccc2)c2ccccc2N(S(=O)(=O)C(F)(F)F)C1C(=O)OCC (configuration not stated) | 6% | -21% | . | . | -15% | . | 1% | 22% | 5
COCCN(CCOC)S(=O)(=O)c1ccc(C(=O)Nc2c(C)n(C)n(-c3ccccc3)c2=O)cc1 | -20% | -11% | 16% | -9% | 1% | 1% | -5% | 89%[activator] | -3
CCC(C)N(NC(C)=O)c1nc(Cl)nc(NC(C)(C)C)n1 (configuration not stated) | -10% | -15% | 5% | -5% | -2% | 1% | -2% | -10% | -3
Cc1cc(C(=O)NNC(=O)Nc2ccc(Cl)cc2)no1 | 2% | -14% | 20% | -3% | 2% | -1% | -10% | 32%[activator] | -3
COc1ccc(CCNC(=O)CCCn2c(=O)c3ccccc3n(Cc3c(C)cc(C)cc3C)c2=O)cc1OC | 0% | -9% | 27% | 1% | . | -2% | -3% | -6% | -14
c1ccc(OCc2nn3c(-c4cccnc4)nnc3s2)cc1 | 0% | -10% | 12% | ? | 2% | 2% | -5% | 17% | -12
CCOC(=O)c1cc2c(=O)n3ccccc3nc2n(Cc2ccco2)c1=NC(=O)c1cccc(F)c1 | -21% | -11% | -13% | 2% | . | -2% | 1% | -14% | 5
CC(C)COc1ccccc1C(=O)NC(CO)C(=O)O (configuration not stated) | 3% | -7% | -1% | -7% | 1% | 2% | -1% | -10% | 3
S=C(NCc1ccc(Cl)cc1)Nc1ccccc1Cl | -1% | -20% | 22% | -5% | 1% | -4% | -3% | -8% | 0
COC(=O)COc1cc2ccccc2cc1C(=O)Nc1ccccc1 | 3% | -23% | -21% | -7% | 9% | -4% | -2% | 14% | 2
CCC/C=C1/CCCOC(C(=O)NCc2ccc(S(C)(=O)=O)cc2)(C(F)(F)F)C1 (configuration not stated) | -6%&-10% | -25% | . | -8% | -8% | 6% | -5%&-3% | 3%&-11% | 0
O=C(OCn1nnc2ccccc2c1=O)c1ccco1 | -6% | 2% | ? | 1% | ? | 3% | -5% | -24% | -15
CC(C)Cn1c(-c2ccccc2Cl)nc2ccccc21 | 7% | -16% | 1% | -10% | . | -2% | -1% | 24% | -1
CN(C(=O)COC(=O)c1n[nH]c2ccccc12)c1ccccc1 | -8% | -16% | 20% | -12% | -11% | -4% | 5% | 16% | -3
CNC(=O)c1c(NC(=O)C(C)C)sc2c1CCC2 | -6% | -5% | -18% | 4% | 5% | 2% | -2% | 37%[activator] | 1
CCNC(=S)N/N=C/c1ccc(C#N)cc1 | 0% | -10% | 21% | -4% | -6% | -3% | -4% | -3% | -4
Cc1ccc(NC(=O)C(C)c2ccc(-c3ccccc3)c(F)c2)c(C)c1 (configuration not stated) | -11% | -4% | -12% | -15% | 1% | 0% | -5% | -2% | -5
C[C@H](NC(=O)c1nc[nH]c1C(=O)N[C@@H](Cc1ccccc1)C(=O)OCc1ccccc1)C(=O)OCc1ccccc1 | -3% | ? | 9% | 12% | -17% | -14% | ? | -6% | 0
Cc1cccc(NC(=O)CC2NC3CCCCC3NC2=O)c1 (configuration not stated) | -3% | -6% | -2% | 6% | -1% | 0% | -2% | 17% | -7
COc1c(O)ccc(/C=N/NC(=O)c2ccc3c(c2)OCCO3)c1[N+](=O)[O-] | -12% | -19% | 16% | -2% | ? | -3% | ? | 25% | -2
Cc1ccc2c(c1)S/C(=C/c1ccc[n+](CCO)c1)N2C | -10% | -19% | -23% | -17% | -1% | 37%[activator] | -3% | 90%[activator] | 0
CC(=O)Nc1ccc(Nc2ccc(S(=O)(=O)C(F)(F)F)cc2[N+](=O)[O-])cc1 | -10% | -14% | 17%[57.1 µM] | -8% | 2% | -1% | -6% | -8% | 0
O=C(Cn1nnc(-c2cccs2)n1)N1c2ccccc2Sc2ccc(C(F)(F)F)cc21 | -3% | -24% | . | . | . | . | -3% | 45%[activator] | -2
CCOC(=O)[C@H]1[C@H]2COc3ccc(OC)cc3[C@@H]2N2C(=O)c3ccc(F)cc3NC(=O)[C@@]12C | -9% | -11% | . | . | 8% | . | -4% | -11% | -2
CC1(C)Cc2c(cnn2-c2ccc(F)cc2)C(NC(=O)Cn2cncn2)C1 (configuration not stated) | -10% | -11% | 19% | -12% | 30% | -2% | -3% | 29% | -8
COc1ccc(C(=O)CCC(=O)N2CCN(c3cccc(Cl)c3)CC2)cc1 | -5% | -16% | -23% | -15% | 0% | -7% | 0% | ? | -5
Cc1cc(OC(=O)C2CC2)c([N+](=O)[O-])c(=O)[nH]1 | -6% | -20% | 14% | -4% | -1% | 4% | -2% | -9% | -4
COc1ccc(CN2CCCC(C(=O)N3CCCCC3)C2)cc1 (configuration not stated) | 8% | -10% | 53% | 3% | -7% | 1% | -3% | 14% | -5
CCOC(=O)c1c(C)[nH]c(C)c1S(=O)(=O)N(C)CC(=O)Nc1ccc(C)cc1C | 11% | -18% | 29% | -1% | . | -2% | -2% | 21% | 2&-5
Cc1ccc(N(C)C(CNS(=O)(=O)c2ccccc2)c2ccccc2)cc1 (configuration not stated) | -11% | . | -14% | 54%[activator] | . | -10% | . | 28% | -1
CCc1ccc(C(CNc2nc(C(F)(F)F)nc3ccccc23)N(C)C)cc1 (configuration not stated) | 0% | -19% | 0% | -23% | -13% | -3% | -4% | 30% | 1
O=C1Nc2ccccc2C1C(C[N+](=O)[O-])c1ccccc1 (configuration not stated) | -2% | -17% | 45% | -10% | -12% | 0% | 0% | 119%[activator] | -1
CCc1ccc(OCC(=O)Nc2ccc3oc(=O)ccc3c2)cc1 | -12% | -13% | 0% | 6% | 20% | -9% | 0% | 85%[activator] | -8&-5
CN1CCN(S(=O)(=O)c2ccc(NC(=O)c3ccc(Br)o3)cc2)CC1 | -5% | -13% | ? | -20% | -1% | 1% | -1% | -3% | -3
COC(=O)c1ccc(Oc2nc(NC(C)C)nc(N(C)C)n2)cc1 | -4% | 4% | -2% | 3% | -2% | 2% | -2% | ? | -1
COc1ccc(C(=O)N(CCN2CCOCC2)CC(=O)NC2CCCC2)cc1OC | -4% | 2% | 0% | 6% | 4% | -3% | -5% | 12% | -4
COc1ccc(-c2ccc(-c3noc(-c4cc(OC)cc(OC)c4)n3)c(OC)n2)cc1 | 1% | -4% | -4% | -12% | . | -2% | -1% | 18% | -9
O=C(C1CCCN(S(=O)(=O)c2cccc3cccnc23)C1)N1CCN(c2ccccc2F)CC1 (configuration not stated) | -10% | -14% | 12% | -10% | -1% | -4% | 7% | 11% | -11
O=C(NCc1ccc2c(c1)OCO2)Oc1ccccc1 | -10% | -6% | -12% | 1% | 0% | -1% | -7% | -5% | -8

Taken from above:
COc1ccc(C(=O)CCC(=O)N2CCN(c3cccc(Cl)c3)CC2)cc1 | BLM helicase inh: -7%
O=C(C1CCCN(S(=O)(=O)c2cccc3cccnc23)C1)N1CCN(c2ccccc2F)CC1 (configuration not stated) | GRP78 ERSR act: 7%
COc1c(O)ccc(/C=N/NC(=O)c2ccc3c(c2)OCCO3)c1[N+](=O)[O-] | Pol iota inh: 25%
CCOC(=O)[C@H]1[C@H]2COc3ccc(OC)cc3[C@@H]2N2C(=O)c3ccc(F)cc3NC(=O)[C@@]12C | LDHA block: -2
COc1ccc(CN2CCCC(C(=O)N3CCCCC3)C2)cc1 (configuration not stated) | POLH inh: -10%
Cc1ccc(N(C)C(CNS(=O)(=O)c2ccccc2)c2ccccc2)cc1 (configuration not stated) | Pol iota inh: 28%

The list continues.
SMILES | POLK inh | POLH inh | Pol beta inh | Apoferritin bind | APEX1 inh | BLM helicase inh | GRP78 ERSR act | Pol iota inh | LDHA block
COc1cccc(C(=O)Nc2cccc(-c3ccc(N4CCOCC4)nn3)c2)c1OC | -1% | 9% | . | . | -13% | . | 1% | -7% | -5
C=CCc1c(C)nc2nc(SCC(=O)Nc3ccc(C)c(C)c3)nn2c1C | -4%[60.1 µM] | -3% | 2% | -14% | . | 1% | -10% | 24% | -5
Cc1ccc(C2(C)NC(=O)N(CC(=O)NC(=O)NC(C)C)C2=O)cc1 (configuration not stated) | -4% | -4% | 12% | -5% | 21% | -5% | -5% | 38%[activator] | -5
CS(=O)(=O)c1ccc(Cl)c(NC(=O)CN2CCN(S(=O)(=O)/C=C/c3ccccc3)CC2)c1 | 0% | -3% | . | . | . | . | -1% | 4% | -1
Cc1cc2cc(CNC(=O)Nc3cccc(Cl)c3)ccc2n1C | 1% | -16% | -24% | -11% | 2% | -3% | 0% | 8% | -5
C[C@H](NC(=O)[C@H](Cc1ccccc1)n1c(=O)[nH]c2ccccc2c1=O)C(=O)N1CCC[C@H]1C(=O)O | 4% | -10% | 11% | -6% | 9% | -3% | -5% | 8% | -2
Cc1ccc(N2C(=O)C(Cl)=C(N3CCCCCC3)C2=O)cc1 | -10% | -1% | -22% | -20% | 7% | -7% | 7% | -29% | -8

Fetched one by one from the list above (2):
SMILES | POLK inh | POLH inh | Pol beta inh | Apoferritin bind | APEX1 inh | BLM helicase inh | GRP78 ERSR act | Pol iota inh | LDHA block
CS(=O)(=O)c1ccc(Cl)c(NC(=O)CN2CCN(S(=O)(=O)/C=C/c3ccccc3)CC2)c1 | 0% | -3% | . | . | . | . | -1% | 4% | -1
Cc1cc2cc(CNC(=O)Nc3cccc(Cl)c3)ccc2n1C | 1% | -16% | -24% | -11% | 2% | -3% | 0% | 8% | -5
